Assay outcomes deposited in PubChem by several laboratories.
HRas wt GTP bind: modulators of GTP binding to human HRas wildtype. P01112. 190,000 tested, 0.14% active. GST-Ras wt beads, Bodipy-FL-GTP binding, flow cytometry; actives lie on both sides. AID 759. GTP binding activity, % at 10 µM;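 active = GTP binding activity at least 20% away from the 100% baseline, either lowered as inhibitor or raised as activator; inconclusive = flagged as likely green fluorescent, judged across all proteins in the well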;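 also: 0% = unlabeled GTP competition control and 100% = no-compound control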
Target sequence (P01112 whole entry, looked up): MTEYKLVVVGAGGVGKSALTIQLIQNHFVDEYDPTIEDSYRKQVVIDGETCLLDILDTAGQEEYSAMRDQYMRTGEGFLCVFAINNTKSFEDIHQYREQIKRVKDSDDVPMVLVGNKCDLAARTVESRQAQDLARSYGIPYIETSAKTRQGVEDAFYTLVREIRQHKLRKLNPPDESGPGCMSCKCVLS
Mcl1 Bid PPI: disrupts binding of human Mcl-1 to Bid peptide | 220,000 tested, 0.97% active | inhibition, % at 21.7 µM | Q07820 | TR-FRET Mcl-1/Bid-Dy647 peptide binding, 1536-well;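 active = compounds that cut the binding signal by more than half at the single screening dose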;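 also: His-tagged Mcl-1 with europium anti-His antibody binding Bid BH3 peptide; 0% = Mcl-1 plus peptide wells and 100% = peptide-only wells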
Target sequence (Q07820 whole entry, looked up): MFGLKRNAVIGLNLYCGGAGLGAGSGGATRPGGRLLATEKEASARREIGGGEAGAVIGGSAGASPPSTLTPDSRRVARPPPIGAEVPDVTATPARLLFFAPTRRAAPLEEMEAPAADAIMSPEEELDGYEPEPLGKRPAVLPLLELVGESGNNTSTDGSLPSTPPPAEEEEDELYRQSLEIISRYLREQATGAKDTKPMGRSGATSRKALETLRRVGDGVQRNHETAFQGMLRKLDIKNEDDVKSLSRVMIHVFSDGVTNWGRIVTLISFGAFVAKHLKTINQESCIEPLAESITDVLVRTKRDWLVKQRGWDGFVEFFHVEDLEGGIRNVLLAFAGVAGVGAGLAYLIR
Rac1 act GTP bind: alters GTP binding to activated mutant human Rac1; AID 764; P63000; GST-Rac1 activated beads, fluorescent GTP binding, flow cytometry; actives lie on both sides; 100% means binding = to untreated wells; percent activity (GTP binding), % at 10 µM; 190,000 tested, 0.11% active;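 active = GTP binding at least 20 percentage points away from the 100% baseline, in either direction, so actives lie on both sides; inconclusive = Compound likely fluorescent itself, or too few beads counted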
Pf gametocyte: inhibitors of late stage P. falciparum gametocyte viability; P. falciparum stage V gametocytes, ATP luminescence, 24 h; 150,000 tested, 0.065% active; inhibition, % at 10.9 µM;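 active = inhibition above the mean plus 3 SD of compounds within the control limits, set per campaign, cut at about 38% in these data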;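 also: 0% = DMSO wells and 100% = medium only without gametocytes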
GSH fluor: compound fluoresces at 488/530 nm on GSH beads | GSH beads flow cytometry, compound fluorescence 488/530 nm; active compounds read high | fluorescence (KMESF) at 10 µM | 190,000 tested, 0.25% active | AID 1776; in the data active = fluorescence above about 89;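 also: glutathione beads carrying GST-tagged Bcl family fusion proteins plus one bare bead set; values are compound well signal with DMSO vehicle wells as background; inactives centre near 16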
Rac1 wt modul: modulators of human Rac1 wildtype GTP binding; P63000; GST-Rac1 beads, fluorescent GTP binding, flow cytometry; actives lie on both sides; 0 = cold GTP competed, 100 = untreated; GTP binding activity (% of control), % at 10 µM; 190,000 tested, 0.27% active;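 active = GTP binding activity at least 20 points away from the 100% control level, either lower or higher; inconclusive = compound flagged as likely green fluorescent, judged across all proteins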
Avidin bead fluor: compound fluoresces at 488/530 nm on avidin beads; compound fluorescence 488/530 nm, flow cytometry; active compounds read high; fluorescence (KMESF) at 10 µM; 220,000 tested, 0.38% active; AID 1775; in the data active = fluorescence above about 47; also: inactives centre near 10
Rab2 wt GTP: changes GTP binding to wildtype dog Rab2A, up or down. GTP binding activity, % at 10 µM. GST-Rab2 wt beads, Bodipy-GTP binding, flow cytometry. 190,000 tested, 0.19% active;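 active = GTP binding activity at least 20 points away from 100%, either lowered or raised; inconclusive = signal likely due to the compound's own green fluorescence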;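 also: 0% = beads with excess unlabeled GTP and 100% = no-compound control corrected for plate trend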
Cdc42 wt GTP: changes GTP binding to wildtype human Cdc42. P60953. GST-Cdc42 beads, Bodipy-GTP binding, flow cytometry; actives lie on both sides. percent activity (GTP binding), % at 10 µM. 190,000 tested, 0.2% active;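 active = percent activity GTP binding at least 20 points away from the 100% baseline, either down as inhibitor or up as activator; inconclusive = compound flagged as likely green fluorescent from well-wide comparison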;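 also: median bead fluorescence of bound Bodipy-FL-GTP at 100 nM; 0% = excess unlabeled GTP control and 100% = no compound control; below 100% means less GTP binding so inhibitor and above means activator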
Target sequence (P60953 whole entry, looked up): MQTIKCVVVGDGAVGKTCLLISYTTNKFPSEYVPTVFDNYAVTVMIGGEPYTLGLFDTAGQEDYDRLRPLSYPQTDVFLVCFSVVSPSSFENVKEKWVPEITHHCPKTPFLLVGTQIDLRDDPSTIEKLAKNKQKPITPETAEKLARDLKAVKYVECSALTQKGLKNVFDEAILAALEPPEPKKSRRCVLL
Rab7 wt modul: dog Rab7 wildtype GTP binding, inhibitors and activators | GST-Rab7 beads, fluorescent GTP binding, flow cytometry; actives lie on both sides; untreated = 100%, excess cold GTP = 0% | GTP binding activity (percent of control), % at 10 µM | 190,000 tested, 0.055% active | AID 758;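 active = fluorescent GTP binding to Rab7 beads changed by at least 20 points from the 100% baseline, either direction, mostly lower; inconclusive = compound itself probably fluorescent, or too few beads counted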;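 also: median green fluorescence of bound Bodipy-FL-GTP per Rab7 bead population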
Mcl1 Noxa PPI: disrupts binding of human Mcl-1 to Noxa peptide. 220,000 tested, 1.5% active. inhibition, % at 21.7 µM. TR-FRET Mcl-1/Noxa peptide binding, 2 h. AID 1022;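 active = compounds that cut the protein-peptide binding signal by more than 50% relative to plate controls in a single-dose test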;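 also: His-tagged Mcl-1 with rhodamine Noxa BH3 peptide and terbium anti-His antibody; 0% = Mcl-1 plus Noxa peptide wells and 100% = peptide-only wells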
The depositor's hits bear a star; ? = inconclusive; . = no result given.

SMILES	HRas wt GTP bind	Mcl1 Bid PPI	Rac1 act GTP bind	Pf gametocyte	GSH fluor	Rac1 wt modul	Avidin bead fluor	Rab2 wt GTP	Cdc42 wt GTP	Rab7 wt modul	Mcl1 Noxa PPI
COc1cc(C(=O)N(Cc2ccco2)Cc2cc3ccccc3[nH]c2=O)cc(OC)c1OC	101	10	101	-20	22	109	21	103	103	98	0
CN(C)CCNC(=O)c1ccc(CS(=O)(=O)c2c(Cl)cccc2Cl)o1	102	-15	100	.	25	103	8	102	105	98	13
COc1ccc(CCNC(=O)c2c(-c3ccccc3)noc2C)cc1OC	99	-16	98	-3	7	98	12	99	99	98	14
CCOC(=O)N1CCN(C(=O)C2CCCN(c3nc4ccc(OCC)cc4s3)C2)CC1 (centres undefined)	99	-11	96	.	27	99	8	99	98	101	3
Cn1nc(CC(=O)Nc2ccc3c(c2)OCCO3)c2ccccc2c1=O	100	-18	97	22	40	98	6	99	100	100	12
O=C(Nc1cc2c(oc1=O)CCCC2=O)c1cccc(Cl)c1	100	-22	100	14	36	108	11	98	102	102	13
Cc1ccccc1OC/C(O)=C(\C#N)c1nc2ccccc2[nH]1	105	2	98	.	25	101	12	101	104	102	-10
Cc1cnc2cc(Cl)c(Cl)cc2n1	102	14	97	-17	28	105	8	100	101	100	-12
CCCCNC(=O)[C@H](CSCc1ccccc1)N1Cc2ccccc2C1=O	101	-1	98	.	18	107	.	102	104	99	6
CC(C)N(C(=O)Nc1ccc2nccnc2c1)C(C)C	95	-11	92	0	15	93	10	91	95	96	19
CCc1cc2c(C)cc(C)cc2nc1SCC(=O)Nc1cc(C)on1	97	14	101	3	41	100	9	104	97	99	0
Cc1cc(NC(=O)CSc2nc3c(c(-c4cccnc4)c2C#N)CCC3)no1	99	-28	97	.	13	98	7	98	101	98	-118
CSc1nc(-c2ccccc2)cn1-c1ccc(NC(C)=O)cc1	?	-31	?	.	12	?	23	?	?	?	15
O=C(O)C1CCCN1S(=O)(=O)c1ccccc1 (centres undefined)	102	7	100	.	61	106	6	101	101	102	14
OC(COCCOc1ccc(Br)cc1)CN1CCN(Cc2ccccc2)CC1 (centres undefined)	100	-4	100	-4	7	100	1	97	99	101	18
COc1ccc(NC(=S)NCCN2CCC(C)CC2)cc1Cl	98	-20	94	14	8	97	9	97	95	101	9
COc1ccc2c(c1)c1ncn(CCc3ccccc3)c(=O)c1n2C	97	6	97	-29	34	98	11	97	97	98	13
O=C(CC12CC3CC(CC(C3)C1)C2)Nc1ccccc1N1CCOCC1	98	-16	94	.	11	98	23	99	99	105	7
Cc1cc(-c2ccccc2)c2c3c(c(-c4ccccc4)n2n1)c(=O)n(C)c(=O)n3C	108	-19	100	.	23	111	9	106	108	102	.
CN(C)S(=O)(=O)c1ccc(NC(=O)COC(=O)c2n[nH]c3ccccc23)cc1	103	-13	99	.	31	102	14	102	103	103	20
CS(=O)(=O)N(CC(=O)Nc1cccc(F)c1)Cc1ccccc1	95	6	93	.	50	94	9	92	97	97	27
c1cnc(-c2noc(CN3CCN(C4C5CC6CC(C5)CC4C6)CC3)n2)cn1 (centres undefined)	99	-21	100	14	14	103	14	101	104	96	4
O=C(NC1CCCCC1)[C@H](O)[C@@H](O)C(=O)NC1CCCCC1	100	-2	98	.	5	102	7	97	98	98	-12
C/C(=N\Nc1nc(-c2ccccc2O)nc2ccccc12)c1ccccc1	99	-25	96	-6	10	96	11	100	98	100	-4
COc1ccc(C(=O)c2ccc(Cl)cc2)cc1	97	5	98	-15	18	101	19	98	99	96	-22
CCc1ccc(NC(=O)c2ccc3nc(N)sc3c2)cc1	98	29	99	9	19	97	31	100	96	101	23
OCCC1CN(Cc2c(F)cccc2Cl)CCN1C1CCCCC1 (centres undefined)	97	-5	98	14	50	105	11	97	101	98	-7
O=C(Nc1cccc(Cn2cccn2)c1)c1cc2c(s1)CCCC2	99	3	99	.	18	102	26	98	98	94	5
Cc1ccc(CNC(=O)CCS(=O)(=O)c2cccc3nsnc23)cc1	102	-22	100	.	11	103	7	101	104	101	-1
C=C(C)Cn1c(C)cc(C)c(S(=O)(=O)c2ccccc2C)c1=O	98	-34	98	6	28	99	12	100	100	101	2
CC(NC(=O)COc1cccc(Br)c1)C(=O)O (centres undefined)	100	-11	99	10	22	104	20	101	101	99	13
C/C(O)=C\c1nc2ccccc2oc1=O	100	-31	96	-23	37	98	11	98	99	100	-2
Cc1ccc(CN2CCN(Cc3cn(C)nc3-c3ccccc3)CC2CCO)o1 (centres undefined)	99	-39	96	12	11	100	3	101	97	103	-2
Cc1ccsc1/C=N/NC(=O)c1ccc(Cn2cc(Br)cn2)o1	100	0	98	16	9	102	2	98	99	100	-11
CCCCNC(=O)C1CCN(c2nc(OC)nc(OC)n2)CC1	97	-5	96	-14	19	101	.	99	98	98	10
CC(=O)Oc1ccc(C(=O)Nc2ccccc2C(=O)N2CCCCC2)cc1	99	-19	97	3	9	102	2	98	96	98	3
O=C(CSc1ccc(-c2cccc([N+](=O)[O-])c2)nn1)NC1CCCC1	98	-17	96	11	27	98	23	99	95	104	3
COc1ccccc1C1CC(c2ccc(Cl)cc2)Nc2nc(N)nn21 (centres undefined)	100	-12	98	-21	23	102	13	99	100	101	-2
Cc1c(NS(=O)(=O)c2cccc(C(=O)NCc3ccccc3)c2)c(=O)n(-c2ccccc2)n1C	101	-4	99	.	32	105	11	101	103	102	13
CCOC(=O)c1nn(-c2ccccc2)c(C#N)c1N	99	-29	98	7	12	105	6	97	96	94	2
COc1ccccc1C/C(N)=N/OC(=O)COc1cccc(C)c1C	94	-32	93	.	15	96	9	91	97	92	-4
COc1cc(Cl)c(C)cc1NC(=O)Cc1ccc(OC)c(OC)c1	100	-20	98	-9	16	101	10	100	106	107	-1
COc1ccc(OCc2nc3ccccc3[nH]2)cc1	101	-11	101	.	17	104	4	101	104	100	-3
CC1CCCCN1c1ncnc(N)c1[N+](=O)[O-] (centres undefined)	97	-13	94	-1	20	100	27	96	94	103	18
C=CCc1c(NCCO)nc(C)[nH]c1=O	97	-16	94	.	13	97	12	99	94	104	-2
COCCCNC(=O)C12CCC(C)(C(=O)C1)C2(C)C (centres undefined)	?	-21	?	-11	36	?	11	?	?	?	.
COc1ccccc1N1CCN(CC(=O)Nc2cccc(F)c2)CC1	103	-37	99	17	32	102	16	104	104	102	-7
Fc1ccccc1-c1nc2ncccc2o1	95	-34	96	16	13	96	14	98	91	97	6
O=c1c(S(=O)(=O)c2ccc(Cl)cc2)cn(Cc2ccccc2F)c2ccc(F)cc12	99	-21	99	-1	20	103	14	99	97	100	-20
Cc1nc(C(=O)N(C)C)nn1-c1cc(Cl)ccc1Cl	99	-1	100	-12	32	100	5	102	101	100	18
N#Cc1cc(C(=O)c2cc(F)ccc2O)cn(Cc2ccccc2)c1=O	96	-36	93	1	12	97	8	97	93	95	-4
COc1ccc(CCNC(=O)COc2ccc(-c3ccc(C#N)cc3)cc2)cc1	99	26	98	.	19	101	9	98	101	97	-37
O=C(NC1CC2CCCC(C1)N2C(=O)NC1CCCCC1)c1ccc(F)cc1 (centres undefined)	97	-35	95	.	71	99	9	94	98	94	4
CCOC(=O)c1c(C)[nH]c(C)c1C(=O)COC(=O)/C=C/c1cccc(Cl)c1	101	5	99	-8	12	105	7	102	103	100	11
O=C(O)c1cc(Cl)c(Cl)cc1C(=O)N1CCOCC1	97	7	96	-22	16	101	21	100	101	98	13
COc1ccccc1Nc1nc(N)nc(CN2CCCCC2)n1	100	-22	98	2	21	102	6	101	100	105	16
COc1ccccc1NC(=O)C1=C(C)NC(SCC(=O)c2ccc(C)cc2)=C(C#N)C1c1ccco1 (centres undefined)	102	-112	97	.	10	100	23	103	102	105	-23
CN1CCN(c2ccc([N+](=O)[O-])cc2/C=N/NC(=O)c2cccc([N+](=O)[O-])c2)CC1	101	0	100	-1	12	104	5	100	98	100	91*
O=c1c2ccccc2nnn1Cc1ccc2ccccc2c1	99	-17	96	-3	24	97	8	99	96	106	16
CCCC(=O)Nc1ccc(N2CCOCC2)cc1	95	-29	92	.	33	90	12	93	94	96	.

Next entries.
SMILES	HRas wt GTP bind	Mcl1 Bid PPI	Rac1 act GTP bind	Pf gametocyte	GSH fluor	Rac1 wt modul	Avidin bead fluor	Rab2 wt GTP	Cdc42 wt GTP	Rab7 wt modul	Mcl1 Noxa PPI
O=C(c1ccco1)N1CCC(c2nc(-c3ccccc3Cl)no2)CC1	102	-3	100	7	20	104	25	105	104	103	-3
CCN(CC)CCCNC(=O)N[C@@H](Cc1ccccc1)C(=O)O	101	-10	94	.	35	97	30	97	100	99	-3
CCOC(=O)c1oc2ccccc2c1NC(=O)c1ccc2c(c1)OCO2	102	-20	101	.	17	103	10	103	102	104	-2
COc1ccc(CCNC(=O)Cn2cnc3sc(C)c(-c4ccc(F)cc4)c3c2=O)cc1OC	94	-33	91	.	9	94	11	94	96	97	4
C/C(=N\Nc1nc2c(s1)CCCC2)c1ccc(Cl)cc1	99	-71	99	12	9	103	26	97	101	96	27
COc1nc(Cl)cn(-c2ccc(C)cc2)c1=O	98	-29	100	.	6	106	0	98	101	97	8
CCOC(=O)C1=C(N)OC2=C(C(=O)CC(C)(C)C2)C1c1cccs1 (centres undefined)	102	-11	97	.	29	106	5	101	101	103	7
CCC(=O)Nc1ccc(NC(=O)c2ccccn2)cn1	105	-20	102	25	9	108	7	102	103	105	3
CN(C)CCCNc1cc(Cl)c(S(=O)(=O)N2CCCCC2)cc1C(=O)O	104	-11	100	.	37	107	13	105	102	106	-11
COc1cc(-c2noc(CCC(N)=O)n2)cc(OC)c1OC	99	28	94	.	33	97	12	96	96	95	-5
Cc1ccc(NCCC(=O)c2ccc(Cl)cc2)cc1C	98	5	97	.	21	98	3	98	98	98	13
Oc1oc(-c2ccccc2)nc1C=Nc1ccccc1	99	-18	97	.	28	99	8	98	102	98	23
N#Cc1nc(Cc2cccc3ccccc23)oc1NCC1CCCO1 (centres undefined)	103	-37	99	-34	23	99	13	103	100	93	4
C/C(=N\NC(=O)c1ccc(Br)cc1)C1C(=O)c2ccccc2C1=O	98	-76	96	.	20	98	13	98	98	100	-2
O=C(Cn1ncnn1)OCc1ccccc1Cl	101	-7	102	.	27	98	35	100	102	98	10
Cc1cccc(N(C(=O)Cn2nnc3ccccc32)C(C(=O)NC(C)(C)C)c2ccsc2)c1 (centres undefined)	99	-3	92	-5	37	95	13	97	94	99	6
